Glioma ERSR ind: ER stress response induction in glioma. U87-MG GRP78 promoter luciferase reporter, 16 h. Potency, µM, inactives show top-dose activation, usual class: activators. 420,000 compounds, 0.02% hits. AID 602332; note: potency is the fitted concentration of half-maximal effect; series mostly up to about 76 µM; % of control where 0% means no effect; nearly all actives have a fitted effect of over 35% in size
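Stably transfected U87-MG glioma cells carrying a GRP78-based luciferase sensor; 16 h compound incubation. Luminescence end-point read 10 min after Bright-Glo addition at room temperature.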
D2 PAM: D2 dopamine receptor (human) potentiation; AID 485347; potentiation, % at 10 µM; 340,000 compounds, 0.34% hits; HEK293 T-REx D2, calcium flux, EC20 dopamine potentiation; P14416;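 active = potentiation over 3 SD above the plate norm, cut at about 30% in these data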; note: 0% is about no effect
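Tetracycline-induced HEK293 T-REx cells force-coupled to calcium signalling expressed D2; compounds were pin-added after a 10 s baseline, read kinetically 180 s, then an EC20 dopamine challenge followed with a further 180 s calcium read.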
RXFP1 ag: activates the human relaxin receptor RXFP1. AID 2676. Q9HBX9. Potency, µM (series often up to 57.5 µM), for inactives: top-dose activation, actives largely listed as activators. HEK293T-RXFP1 cAMP TR-FRET, 30 min; response scale: percent of porcine relaxin response, buffer zero. 370,000 compounds, 0.3% hits; note: potency is the fitted concentration of half-maximal effect; % is set by controls: 0 for no effect and ±100 for the full control effect; nearly all actives have a fitted effect of over 60% in size; many of its hits are not listed in these tables
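HEK293T cells stably expressing RXFP1 were pretreated with the PDE4 inhibitor Ro 20174, exposed to compounds for 30 min at 37C, lysed, and cAMP was read by TR-FRET. Data normalized to buffer (basal) and 29 nM porcine relaxin (100%).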
D1 agonist: activates the human D1 dopamine receptor; HEK293 T-REx D1 cells, calcium flux, agonist mode; activation, % at 2 µM; 360,000 compounds, 1% hits; AID 504660; in the data active = activation above about 30%; note: 0% is about no effect
Target sequence (P21728 whole entry, looked up): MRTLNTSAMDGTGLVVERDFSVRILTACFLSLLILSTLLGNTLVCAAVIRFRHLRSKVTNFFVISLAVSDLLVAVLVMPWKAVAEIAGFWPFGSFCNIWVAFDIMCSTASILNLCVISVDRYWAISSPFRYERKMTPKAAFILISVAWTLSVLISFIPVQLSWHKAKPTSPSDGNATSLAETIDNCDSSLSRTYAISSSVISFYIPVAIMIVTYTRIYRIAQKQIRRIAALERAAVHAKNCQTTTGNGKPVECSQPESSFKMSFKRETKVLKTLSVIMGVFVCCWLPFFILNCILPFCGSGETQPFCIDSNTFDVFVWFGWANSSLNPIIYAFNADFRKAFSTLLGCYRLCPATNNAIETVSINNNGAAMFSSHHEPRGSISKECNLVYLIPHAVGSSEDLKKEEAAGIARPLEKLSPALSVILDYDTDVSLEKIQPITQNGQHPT
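Tetracycline-induced HEK293 TREx D1 cells, force-coupled to calcium signalling, were dye-loaded with a no-wash calcium kit. Compound was pin-added after a 10 s baseline. Fluorescence was read kinetically at 1 cycle/s for 180 s, with calcium rises flagged as agonism.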
D1 potentiator: human D1 dopamine receptor positive modulation. P21728. HEK293 TREx D1 cells, calcium flux, dopamine EC20 potentiation. potentiation, % at 10 µM. 360,000 compounds, 0.036% hits; in the data active = potentiation above about 30%; note: 0% is about no effect
D1 antag: antagonists of human D1 dopamine receptor | P21728 | HEK293 TREx D1 cells, calcium flux, dopamine EC80; active compounds read low | activity change, negative = inhibition, % at 10 µM | 360,000 compounds, 3.2% hits | AID 504652; in the data active = activity change below about -30%; note: % is set by controls: 0 for no effect and ±100 for the full control effect
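Allosteric or orthosteric antagonism assessed as attenuation of the calcium response to EC80 dopamine, added 180 s after compound, in induced HEK293 Trex D1 cells loaded with no-wash calcium dye.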
Vif-A3F inh: inhibitors of Vif-A3F interaction; HeLa A3F-eYFP + Vif (tagged APOBEC3F with the HIV-1 protein that degrades it), YFP fluorescence increase; Potency, µM (top dose mostly 46.1 µM), for the others: top-dose activity, negative = active; 390,000 compounds, 0.2% hits; AID 602313; note: potency is the fitted concentration of half-maximal effect; % of control where 0% means no effect; nearly all actives have a fitted effect of over 65% in size
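Fluorescence increase (Ex 488/Em 500-530) after overnight compound treatment at 37 deg C flags inhibition of Vif-driven A3F-eYFP loss in stable HeLa A3F-eYFP/Vif cells seeded overnight beforehand.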
RXFP1 antagonist: RXFP1 (human) relaxin receptor antagonism. Q9HBX9. HEK293-RXFP1, relaxin-stimulated cAMP HTRF, 30 min; active compounds read low. activity change, negative = inhibition, % at 57.5 µM. 350,000 compounds, 0.59% hits;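 active = activity change of -60% or lower, but not beyond a set lower limit; inconclusive = change between -60% and -40%, or beyond the set limit; inactive = change above -40%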; note: % is set by controls: 0 for no effect and ±100 for the full control effect
Vif-A3G inh: Vif-A3G binding inhibition; Potency, µM (doses to about 46.1 µM), for the others: at the top dose activity, negative = active, most hits filed as inhibitors; Q9HC16; HeLa A3G-eYFP + Vif (tagged APOBEC3G with the HIV-1 protein that degrades it), YFP fluorescence, overnight; 410,000 compounds, 0.076% hits;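 note: potency is the fitted concentration of half-maximal effect; % is set by controls: 0 for no effect and ±100 for the full control effect; nearly all actives have a fitted effect of over 60% in size; hits raise eYFP signal because A3G escapes Vif-driven loss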
Target sequence (Q9HC16 whole entry, looked up): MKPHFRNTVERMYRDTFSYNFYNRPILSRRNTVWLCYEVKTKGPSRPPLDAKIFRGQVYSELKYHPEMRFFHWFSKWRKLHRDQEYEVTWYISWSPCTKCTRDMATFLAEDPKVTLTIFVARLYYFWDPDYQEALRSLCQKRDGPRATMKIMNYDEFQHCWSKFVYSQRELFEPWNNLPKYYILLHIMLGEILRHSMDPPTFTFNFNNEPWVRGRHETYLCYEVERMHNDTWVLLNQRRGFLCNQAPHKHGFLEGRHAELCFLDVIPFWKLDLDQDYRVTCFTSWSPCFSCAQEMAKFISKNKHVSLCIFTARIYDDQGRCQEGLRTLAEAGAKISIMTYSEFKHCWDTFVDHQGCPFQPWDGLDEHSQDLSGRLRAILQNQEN
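HeLa cells stably expressing Vif and C-terminally eYFP-tagged A3G, seeded overnight at 37 deg C, then exposed to compound by pintool overnight at 37 deg C. Rise in yellow fluorescence (Ex 488/Em 500-530, Acumen) marks blocked Vif-driven A3G degradation.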
* hit, by the source's call; ? = inconclusive; . = no result given; [ ] = remark or other dose. Unless noted, calls come from the whole dose curve; as a rule, active = well fitted curve in the direction sought with a large enough effect; inconclusive = small, poorly fitted or top-dose-only effect, or another doubt; inactive = no such curve, though single readings can be large; an effect the other way counts as inactive or inconclusive. A portion of the library; rates above refer to the full screens.

item | molecule | D2 PAM | Vif-A3G inh | D1 antag | RXFP1 ag | Glioma ERSR ind | D1 potentiator | RXFP1 antagonist | D1 agonist | Vif-A3F inh
1 | COc1ccc(/C(C)=N/NS(=O)(=O)c2ccccc2)c(OC)c1 | -5 | -4% | 10 | -0.3% | -4% | -2 | -10 | 10 | -11%
2 | CCOc1ccc(CCNC(=O)C2CCN(C(=O)c3cc4sccc4n3CC)CC2)cc1OCC | 4 | 2% | -8 | -0.3% | -3% | -7 | -29 | 10 | 7%
3 | CC1(C)Cc2cccc(OCC(=O)N3CCN(c4cccc(C(F)(F)F)c4)CC3)c2O1 | -4 | 0% | 5 | 0.9% | -4% | -4 | -3 | 3 | -9%
4 | S=C(Nc1ccc(Br)cc1Cl)NN1CCOCC1 | -7 | 1% | -3 | 1.8% | 7% | -10 | 14 | 3 | -25%
5 | Cn1cnc(S(=O)(=O)N2CCC(C(=O)Nc3ccc(F)cc3F)CC2)c1 | -4 | 8% | -7 | 0.4% | -1% | 1 | 3 | -2 | -9%
6 | CN(C)C(CNC(=O)c1cnc(Cl)c(Cl)c1)c1ccccc1 (centres undefined) | -15 | -2% | -3 | 0.4% | -3% | -2 | -4 | 4 | 1%
7 | Cc1cc(C)c(CN2CCC(n3nccc3NC(=O)C3CCOC3)CC2)cc1C (centres undefined) | -3 | -2% | 3 | 0.7% | -4% | -3 | -2 | 1 | -8%
8 | CN=C1S/C(=C\c2ccc(Sc3ccc(Cl)cc3)o2)C(=O)N1C | 1 | . | -3 | 0.1% | . | 5 | . | 0 | .
9 | CCN(C(=O)C(C)Cl)c1ccccc1 (centres undefined) | 9 | -5% | -3 | -0.3% | -1% | -5 | 7 | 4 | ?
10 | CCOc1ccc(OCCC(=O)Nc2ccccc2C(=O)NC2CC2)cc1 | . | -1% | . | . | 0% | . | 4 | . | -9%
11 | COCCNC(=O)/C(C#N)=C/c1cc(C(C)C)c(OC)cc1C | -23 | 0% | -22 | 2.0% | -1% | -8 | -7 | 0 | -2%
12 | Cc1ccc(C)c(NC(=S)NCc2cccs2)c1 | -2 | 2% | -7 | 2.8% | -7% | -11 | -2 | 0 | -7%
13 | Cc1cc(C)c2c(N)c(S(=O)(=O)c3ccccc3)sc2n1 | . | -15% | -21 | 1.0% | -3% | -5 | 5 | 9 | -5%
14 | CCN(CC)c1cccc(OC2=NS(=O)(=O)c3ccccc32)c1 | 16 | 0% | 10 | -1.9% | -1% | -1 | 2 | 4 | -6%
15 | COc1cccc(CNC(=O)COC(=O)CNC(=O)c2ccc(-c3ccccc3)cc2)c1 | 13 | 1% | -26 | -2.4% | -1% | -4 | -16 | 5 | -4%
16 | Cc1nc(NC(=O)CCc2ccccc2)ccc1Br | -16 | -2% | . | -0.3% | 2% | -1 | -5 | -1 | 3%
17 | Clc1ccc(C2C3=C(Nc4ncnn42)c2ccccc2CC3)cc1 (centres undefined) | -8 | . | 6 | -1.4% | . | 2 | . | 1 | .
18 | Cc1cccc(N2CCN(C(=O)CCCCCn3c(=S)[nH]c4ccc(N5CCOCC5)cc4c3=O)CC2)c1C | -1 | 3% | 3 | 9.8% | -1% | 0 | -26 | 1 | -5%
19 | Cc1cc(Cl)cc(C)c1OCC(=O)N1CCN(c2ncccn2)CC1 | -13 | -6% | 4 | -1.9% | -2% | 1 | 4 | 1 | 2%
20 | CCN(CC)C(=O)C(Sc1ccccc1)c1ccccc1 (centres undefined) | -8 | -4% | 11 | 0.7% | -1% | 1 | -1 | 1 | -3%
21 | O=C(CCNC(=O)c1ccc([N+](=O)[O-])cc1)NCCc1ccccc1 | -16 | -4% | 2 | 0.0% | 0% | -2 | 9 | -3 | -15%
22 | CCOC(=O)c1nc2c(=O)n(C)c(=O)n(C)c2n(C)c1=O | . | 0% | . | . | -5% | . | -7 | . | 1%
23 | C/C(=N\Nc1nc(C(=O)O)cs1)c1ccccc1 | 5 | -1% | 23 | 1.3% | -2% | 9 | -18 | -1 | -5%
24 | Cc1ccc(C(=O)NCC(=O)NC2CCC(C)CC2)s1 (centres undefined) | -12 | -7% | -9 | -2.0% | 3% | -1 | 4 | 1 | 0%
25 | CCOC(=O)c1c(NC(=O)c2cc(-c3cccc(O)c3)on2)sc(C(C)=O)c1C | 5 | -6% | 16 | 2.2% | -1% | -1 | . | -2 | -14%
26 | COc1ccc(Nc2nc(OC)nc(N3CCN(c4ccc(OC)cc4)CC3)n2)cc1 | -1 | 0% | -11 | 2.6% | -2% | -4 | 23 | 1 | -2%
27 | CC1=CC(C)(C)N(C(=O)CSc2nnc(-c3ccccc3)o2)c2ccc(C)cc21 | 14 | 3% | 1 | 0.2% | -4% | -7 | -18 | 6 | -3%
28 | CCCC[C@]12Cc3cc(C#N)ccc3C(O1)c1c(c3ccccc3oc1=O)O2 | . | . | -16 | 2.4%[11.5 µM] | . | 0 | . | 0 | .
29 | Cc1ccc2oc(-c3ccc(C)c(NC(=O)C(C)(C)Oc4ccc(Cl)cc4)c3)nc2c1 | 1 | -5% | -3 | 1.0% | -3% | -4 | -13 | -1 | 1%
30 | COc1ccc(CCNC(=O)COC(=O)C23CC4CC(CC(Br)(C4)C2)C3)cc1 | 8 | 0% | -6 | 0.1% | -5% | 2 | -4 | 2 | -5%
31 | O=CN1CCN(C(C(=O)NC2CCCCC2)c2ccc(Cl)cc2)CC1 (centres undefined) | . | 0% | . | . | 0% | . | -14 | . | 0%
32 | O=c1[nH]c2nc(Br)[nH]c(=O)c2[nH]1 | . | 3% | . | . | -4% | . | -7 | . | -10%
33 | COc1cccc(NC(=O)Cn2c(CCC(=O)O)ccc2-c2ccccc2)c1 | 34* | -8% | 2 | 1.1% | 0% | 2 | -7 | -1 | -1%
34 | O=C(Nc1cccc(-c2csc(Nc3cccc(C(F)(F)F)c3)n2)c1)c1cc([N+](=O)[O-])cc(C(F)(F)F)c1 | 3 | -5% | 8 | 0.0% | -2% | 0 | . | 1 | -6%
35 | CCn1c(=O)c2c(nc(SCC(=O)N3CCCC(C)C3)n2C)n(C)c1=O (centres undefined) | . | -1% | 1 | 8.9% | ? | -3 | -4 | -1 | -9%
36 | CC(=O)Nc1ccc(S(=O)(=O)Nc2ccc(Cl)nn2)cc1 | 9 | -4% | 4 | 2.4% | -5% | -5 | 17 | 1 | -9%
37 | CCOC(=O)CN(C(=O)CSc1nnc(COc2ccc(OC)cc2)n1CC)c1ccccc1 | 0 | -1% | -10 | -3.2% | 2% | -6 | 13 | 2 | -4%
38 | CC1C(=O)N(Cc2cn(CCC3OCCCO3)nn2)CCS(=O)(=O)N1Cc1ccc(-c2ccccc2)cc1 (centres undefined) | . | 3% | . | . | -3% | . | 2 | . | -11%
39 | COc1ccc(-c2nsc(NC(=O)COc3ccccc3OC)n2)cc1 | -8 | -1% | -8 | 13% | -4% | -4 | -20 | 1 | -12%
40 | CCN1CCN(C(=S)Nc2cc(S(=O)(=O)N(CC)CC)ccc2C)CC1 | 3 | 1% | -10 | 4.7% | -1% | -4 | -6 | 2 | 4%

Random excerpt: 3 compounds from above, in no set order.
item | molecule | D2 PAM | Vif-A3G inh | D1 antag | RXFP1 ag | Glioma ERSR ind | D1 potentiator | RXFP1 antagonist | D1 agonist | Vif-A3F inh
9 | CCN(C(=O)C(C)Cl)c1ccccc1 (centres undefined) | 9 | -5% | -3 | -0.3% | -1% | -5 | 7 | 4 | ?
26 | COc1ccc(Nc2nc(OC)nc(N3CCN(c4ccc(OC)cc4)CC3)n2)cc1 | -1 | 0% | -11 | 2.6% | -2% | -4 | 23 | 1 | -2%
17 | Clc1ccc(C2C3=C(Nc4ncnn42)c2ccccc2CC3)cc1 (centres undefined) | -8 | . | 6 | -1.4% | . | 2 | . | 1 | .

The list continues:
item | molecule | D2 PAM | Vif-A3G inh | D1 antag | RXFP1 ag | Glioma ERSR ind | D1 potentiator | RXFP1 antagonist | D1 agonist | Vif-A3F inh
41 | CCOc1cccc(NC(=O)C2CC(=O)N(C)C(=Nc3ccccc3)S2)c1 (centres undefined) | -10 | 2% | 3 | 3.2% | 6% | -4 | -25 | 4 | -3%
42 | O=C(CSc1nnc2ccccn12)c1ccccc1 | 3 | -1% | -13 | 3.2% | -5% | 12 | . | 1 | -3%
43 | COc1ccc2c(c1)c1c(c(=O)n(-c3ccc(F)c(Cl)c3)c(=O)n1CC(N)=O)n2C | 4 | -2% | 5 | -0.1% | -4% | 1 | . | 0 | -10%
44 | COc1cccc(NC(=O)CN(C)C(=O)Cc2n[nH]c(=O)c3ccccc23)c1 | -3 | 1% | -7 | 1.8% | 0% | 1 | 1 | 3 | 1%
45 | COc1ccc2c(C)c(CCC(=O)NCCc3ccc(OC)c(OC)c3)c(=O)oc2c1 | 6 | -2% | -13 | 0.7% | 8% | 0 | -5 | -1 | 0%
46 | Cc1ccc(CNC(=O)C(=O)NCC2OCCN2S(=O)(=O)c2ccc(Cl)cc2)cc1 (centres undefined) | . | 3% | . | . | -5% | . | -4 | . | -4%
47 | Nc1ncnc2nc(-c3ccccc3)[nH]c12 | . | -6% | . | . | -6% | . | 9 | . | -1%
48 | COC(=O)c1ccccc1NC(=O)N1CCc2c(sc3c2CCCC3)C1c1ccc(F)cc1 (centres undefined) | 8 | 2% | 10 | -1.9% | -2% | 0 | -1 | 6 | -4%
49 | CCOC(=O)/C=C/C(=O)OCC(=O)NC(c1ccccc1)c1ccccc1 | 3 | -20% | 10 | 0.5% | -5% | -1 | -9 | -1 | -17%

Laid out differently: results already given.
41: CCOc1cccc(NC(=O)C2CC(=O)N(C)C(=Nc3ccccc3)S2)c1 (centres undefined)
47: Nc1ncnc2nc(-c3ccccc3)[nH]c12
compound no. | 41 | 47
D2 PAM | -10 | .
Vif-A3G inh | 2% | -6%
D1 antag | 3 | .
RXFP1 ag | 3.2% | .
Glioma ERSR ind | 6% | -6%
D1 potentiator | -4 | .
RXFP1 antagonist | -25 | 9
D1 agonist | 4 | .
Vif-A3F inh | -3% | -1%
